BB579 growth dn – growth inhibitors of yeast BB579 in restrictive medium, primary screen, yeast lifespan-shortening project, S. cerevisiae; OD615, 48 h; hit rate 0.51% among 140,000; inhibition, % at 10 µM;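 active means inhibition above a set limit, 3 SD over the mean compound inhibition, cut at about 44% in these data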; further: inactives centre near -24
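Test system: Saccharomyces cerevisiae DeaD strain BB579, replicative lifespan model yeast | Buffer or medium: Restrictive CSMM-D medium | Doses: One dose, 10 µM compound with 0.25% DMSO | Incubation: 48 h exposure, 30 °C | Detection: Culture absorbance at 615 nm | Control set: Amphotericin B at 10 µg/mL as positive control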
GALR2 blocker – GALR2 antagonists in receptor-expressing cells, primary screen; hit rate 0.39% among 140,000; antagonist mode; inhibition, % at 4 µM; in the data active means inhibition above about 27%;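 further: cells stimulated with galanin 1-16 at roughly its EC80; 0% = agonist challenge control and 100% = basal control without agonist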
Target sequence (O43603 whole entry, looked up): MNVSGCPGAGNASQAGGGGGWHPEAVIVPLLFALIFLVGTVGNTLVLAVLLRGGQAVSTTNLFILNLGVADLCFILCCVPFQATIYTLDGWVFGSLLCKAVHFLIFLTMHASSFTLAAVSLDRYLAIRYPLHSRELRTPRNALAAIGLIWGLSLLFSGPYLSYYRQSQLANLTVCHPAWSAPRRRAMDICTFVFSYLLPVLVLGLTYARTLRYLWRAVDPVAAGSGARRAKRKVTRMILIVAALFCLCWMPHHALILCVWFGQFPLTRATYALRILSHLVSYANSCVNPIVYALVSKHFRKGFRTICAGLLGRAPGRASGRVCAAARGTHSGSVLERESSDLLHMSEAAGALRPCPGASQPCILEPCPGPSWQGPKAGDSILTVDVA
Phagocyt inh – inhibitors of macrophage phagocytosis, primary screen, imaging, J774A.1 cells, IgG beads; inhibition, % at 5 µM; hit rate 0.07% among 110,000; AID 1029, 2008; J774A.1 macrophage IgG-bead phagocytosis;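 active means inhibition above the mean of the plate negative controls plus 5 SD, cut at about 13% in these data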;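 further: phagocytic index as fraction of beads internalized from green versus red external bead signal; plate controls were DMSO negative control for no effect and cytochalasin-D positive control for full effect; some results beyond the cut were filed as inactive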
MRP-1 activ – H69AR viability gain despite doxorubicin, primary screen, MRP-1 activator project, H69AR cells, CellTiter-Glo; viability rescue; viability increase, % at 10 µM; hit rate 0.61% among 140,000; AID 799, 2007;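 active means viability gain under doxorubicin at or above a set limit, the compound median plus 3 SD, cut at about 4.7% in these data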;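 further: MRP-1 overexpressing cells given doxorubicin 25 µM after compound pretreatment; 18-22 h compound pretreatment then 72 h with doxorubicin before readout; 0% = doxorubicin-only wells and 100% = vehicle-treated cells without doxorubicin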
Measles CPE – compounds protecting cells from measles virus cytopathic effect, primary screen, measles RdRp inhibitor project, single point, MLSMR library, absorbance. hit rate 1.5% among 140,000. Measles virus-infected cells, CPE protection. protection (pct of control), % at 4 µM; in the data active means protection mostly above about 24%, no sharp cut-off; inactive means mostly below about 26%; further: some compounds called inactive have numbers as strong as hits
Yeast lifespan up – compounds extending yeast replicative lifespan, primary screen, S. cerevisiae, OD615. S. cerevisiae growth with nicotinamide; deaD strain in restrictive glucose medium. inhibition of the nicotinamide effect, % at 10 µM. hit rate 0.68% among 130,000;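 active means inhibition above a set limit, placed 3 SD over the median of all compounds, cut at about 26% in these data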;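 further: 0% = nicotinamide-treated wells and 100% = cells grown without nicotinamide; some compounds called inactive have numbers as strong as hits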
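Material: Modified budding yeast, DeaD strain | Medium: Restrictive glucose medium | Probe or stimulus: 1.5 mM nicotinamide | Dosing: Single dose 10 µM compound, 0.25% DMSO | Times: 48 h at 30 °C | Technique: OD615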
E-sel TNF inh – E-selectin induction blockers in HUVEC – imaging, immunofluorescence, high content, primary screen. HUVEC TNFa-induced E-selectin immunofluorescence. inhibition, % at 2 µM. hit rate 0.71% among 120,000. AID 1246, 2008;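 active means inhibition above the batch mean plus 3 SD, and confirmed as a hit on visual image review, cut at about 43% in these data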;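 further: 0% = TNF-stimulated DMSO wells and 100% = unstimulated control wells; not every result past the cut was called active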
NPY-Y2 antag – NPY-Y2 receptor antagonists, primary screen, cell-based. Neuropeptide Y receptor type 2 (Homo sapiens), P49146. NPY-Y2 expressing cells, antagonist mode. inhibition, % at 2.7 µM. hit rate 0.99% among 140,000; in the data active means inhibition above about 17%;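 further: 0% = vehicle with agonist challenge and 100% = reference antagonist with challenge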
Target sequence (P49146 whole entry, looked up): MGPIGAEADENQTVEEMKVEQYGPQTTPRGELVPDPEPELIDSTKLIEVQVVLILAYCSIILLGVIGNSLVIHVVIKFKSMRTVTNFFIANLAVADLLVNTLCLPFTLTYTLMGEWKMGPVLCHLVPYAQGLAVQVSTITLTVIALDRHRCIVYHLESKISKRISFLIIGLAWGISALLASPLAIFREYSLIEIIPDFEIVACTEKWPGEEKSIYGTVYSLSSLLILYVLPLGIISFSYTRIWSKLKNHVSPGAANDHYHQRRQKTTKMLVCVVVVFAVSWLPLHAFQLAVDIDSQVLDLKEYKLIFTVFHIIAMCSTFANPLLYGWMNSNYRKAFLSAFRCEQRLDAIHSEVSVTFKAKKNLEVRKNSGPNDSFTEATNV
PTEN del growth – growth suppression of PTEN-null HCT116, primary screen, cell-based, CellTiter-Glo; AID 827, 2007; hit rate 1.2% among 140,000; HCT116 PTEN-null viability, 60 h; active compounds read low; viability, % at 10 µM;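 active means viability at or below a set limit, 4 SD under the median of all tested compounds, cut at about 3.7% in these data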;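 further: PTEN knockout HCT116 line with beta catenin targeted HCT116 as companion control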
HCT116 bCat-KO – primary screen for growth suppressors in beta-catenin knockout HCT116 cells (colon tumor, human); HCT116 beta-catenin knockout viability, CellTiter-Glo, 60 h; active compounds read low; AID 818, 2007; viability, % at 10 µM; hit rate 1.5% among 140,000;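 active means viability at or under a set limit, the compound median less 4 SD, cut at about 6% in these data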;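 further: 0% = Hyamine 1622 control at 20 µM and 100% = untreated cell control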
The depositor's hits bear a star; x = not tested or not shown.

SMILES	BB579 growth dn	GALR2 blocker	Phagocyt inh	MRP-1 activ	Measles CPE	Yeast lifespan up	E-sel TNF inh	NPY-Y2 antag	PTEN del growth	HCT116 bCat-KO
C/C(=C1/C(=O)N(c2ccc([N+](=O)[O-])cc2)N=C1c1ccccc1)N(C)C	-41.2	4.6	-0.1	-6.7	2.9	1.8	-50.0	-0.1	2.2*	3.3*
COc1cc2c3c(c1)/C(=C1/SC(=S)NC1=O)C(=O)N3C(C)(C)C=C2C	-42.8	-8.1	x	-3.1	24.0	3.9	5.0	-1.4	71.4	84.3
O=C(COC(=O)CSc1ccc2ccccc2c1)NCc1ccc2c(c1)OCO2	-17.3	2.2	5.0	-0.8	3.5	-3.0	-1.0	10.0	90.9	94.7
O=c1c2c3c(sc2nc2n1CCC2)CCC3	15.3	-2.9	-2.9	-0.5	35.8*	-17.9	4.2	2.5	101.2	105.9
O=C(O)CCCNS(=O)(=O)c1ccccc1	-9.2	6.3	x	-0.1	15.1	x	-21.1	2.4	102.3	86.8
CCOC(=O)C1CCN(c2c(NCCN3CCCCC3C)c(=O)c2=O)CC1 (stereo not given)	-37.9	3.1	0.1	-1.9	34.0	0.0	2.3	-1.4	94.6	91.6
COc1ccc(CNc2ccc(S(N)(=O)=O)cc2)c(OC)c1OC	-32.9	4.8	0.5	0.5	23.6	-14.9	7.9	1.2	88.5	101.5
CC(C)NS(=O)(=O)c1ccc(CCC(=O)O)cc1	-13.3	4.7	-0.5	-0.5	4.9	-13.8	6.9	1.0	85.4	88.5
CN1CCN(C(=O)c2ccc(N(Cc3ccc(Cl)cc3)S(C)(=O)=O)cc2)CC1	-1.8	6.8	-3.0	-0.6	11.8	-10.8	-13.9	-1.9	95.4	100.3
O=C(N/N=C/c1ccco1)c1ccccc1OCc1ccc(Br)cc1	-43.3	8.7	-2.2	0.2	44.2	5.1	x	33.0*	89.1	87.6
CCCn1c(N)c(C(=O)CSc2nc3ccccc3n2CCC#N)c(=O)n(C)c1=O	3.1	5.4	-0.3	-1.3	x	-13.9	26.9	-1.4	99.9	98.4
Cc1ccccc1C(=O)N/N=C/c1ccccn1	-14.7	0.4	x	-0.5	2.6	4.9	x	2.8	92.7	89.7
Cc1[nH]c2ccccc2c1/C=C/c1nc2ccccc2c(=O)n1-c1ccc([N+](=O)[O-])cc1	-7.0	0.0	x	-4.2	2.8	3.6	x	1.4	33.8	55.7
COc1ccccc1N1CCN(C(=O)c2ccc3c(Cl)c4c(nc3c2)CCCC4)CC1	12.7	-4.3	x	-3.0	8.9	28.1*	-10.8	3.3	63.6	73.1
COc1ccc(N(CC(=O)NN=C2CCCC2)S(=O)(=O)c2ccccc2)cc1	-19.1	-7.0	x	-2.0	44.0*	-15.0	-18.1	3.1	83.9	78.9
O=C1CSC(c2ccccc2)N1c1nnc(C23CC4CC(CC(C4)C2)C3)s1 (stereo not given)	-26.6	8.6	x	1.4	5.7	-8.0	2.2	0.4	76.7	80.2
O=C(c1ccccc1F)N1CCN(S(=O)(=O)c2ccc3c(c2)OCCO3)CC1	-18.0	0.6	0.4	-3.6	7.1	-8.9	13.2	2.7	91.8	88.4
Cc1cc(C)cc(NS(=O)(=O)c2cc(C(=O)NCc3ccccn3)ccc2Cl)c1	-53.9	-11.0	-2.3	-2.4	7.0	1.6	x	0.7	86.1	82.3
O=C(OCc1nc2ccccc2s1)C1CCN(C2=NS(=O)(=O)c3ccccc32)CC1	-29.4	9.9	x	-3.0	12.2	-24.0	-4.2	3.6	96.1	107.2
O=S(=O)(NC1CC1)c1ccc(S(=O)(=O)N2CCCC(c3nc(-c4cccnc4)no3)C2)cc1 (stereo not given)	-12.2	-2.5	0.4	-3.9	11.2	-6.3	-3.7	1.5	87.3	88.9
CSc1cccc(NC(=O)Nc2ccc(Cl)cc2)c1	-41.8	9.0	-1.0	-1.6	5.8	-28.1	-13.9	-0.6	63.4	62.2
CC(C)N1CCC2(CC1)C(C#N)=C(N)NC(S)=C2C#N	-25.0	-19.8	-7.2	-0.7	5.6	-4.8	x	-0.3	96.7	91.5
Cc1nnc2sc(SCc3ccc(Cl)cc3)nn2c1=O	-11.2	-1.4	-8.5	-3.1	15.4	-2.5	17.8	1.2	99.1	106.3
O=C(O)c1cc(Cl)c2ccccc2c1O	-2.0	-6.4	0.1	-2.6	17.5	-12.3	-4.1	19.5*	95.1	90.2
FC(F)(F)c1nc(Oc2ccccc2)c2ccccc2n1	3.3	-1.2	-0.3	-0.1	6.6	-21.7	-6.6	6.0	87.8	93.3
CCn1c(SCC(=O)Nc2ccc3c(c2)OCO3)nnc1-c1ccccc1O	-13.8	-3.7	-0.1	-2.0	11.7	-0.8	-7.8	0.4	93.8	86.9
CCCCOc1ccc(NC(=O)Cn2c(=O)ccc3c(C)cc(C)nc32)cc1	-28.8	10.0	x	-2.9	7.6	-2.3	-46.5	1.8	92.6	79.4
CN(C)C/C(Cl)=C(\Cl)c1ccccc1	-33.8	19.1	-0.7	0.0	4.5	-4.3	x	1.4	94.4	93.4
O=C(Nc1nnc(COc2ccc(Cl)cc2)s1)c1cccs1	-4.9	-3.8	-1.4	1.4	2.8	-21.6	-1.3	2.5	86.5	110.2
Nc1cc(C(=O)O)c(Oc2ccc(Cl)cc2Cl)cc1C(=O)O	-9.6	1.6	x	-0.3	6.8	6.5	4.2	1.4	94.6	98.1
COc1ccc(CN2CCn3ncc(C(=O)Nc4ccc(Cl)cc4Cl)c3C2=O)cc1	-22.5	0.1	-2.4	-3.1	-0.1	-2.5	-4.1	2.8	92.9	93.1
CCCCn1c(O)c(C(CC)=Nc2ccc3c(c2)CCC3)c(=O)[nH]c1=O	2.9	-3.0	-0.8	-0.2	7.5	-17.5	x	3.6	77.5	82.9
CCOC(=O)c1c(-c2ccc(C)o2)csc1NC(=O)CSc1nncs1	-62.5	2.5	0.9	-2.2	6.1	-19.8	3.5	5.2	92.1	99.8
CCn1c(=O)c(C(=O)CN2CCc3ccccc32)c(N)n(Cc2ccccc2)c1=O	-27.1	-3.9	-16.3	-3.9	11.1	-3.2	-9.3	-1.0	69.8	69.1
CCC(=O)Nc1cccc(-n2nnnc2SCC(=O)NCc2ccco2)c1	-55.0	0.8	-1.3	-0.2	18.3	1.9	x	1.3	95.2	107.6
Cc1cc(C(=O)NC2=NCCS2)cs1	-32.6	2.3	x	-1.7	4.8	-6.2	22.5	0.2	94.8	89.5
Cc1c(NC(=O)NC(C)N2C(=O)C3C4C=CC(C4)C3C2=O)c(=O)n(-c2ccccc2)n1C (stereo not given)	-43.2	6.5	x	-2.4	37.4	2.6	-6.5	0.8	94.2	90.9
O=C(Nc1ncc(Cc2ccccc2Cl)s1)C1=NCCN1	5.6	3.6	-0.3	-2.7	11.3	-5.5	x	3.1	37.6	49.0
CCOc1ccc(N=Nc2c(=O)[nH]n3c(C)cc(C)nc23)cc1	10.3	2.8	-2.0	-0.6	32.4	-3.0	x	7.8	81.3	81.9
CCN(CC)S(=O)(=O)c1cc(NC(=O)C(C)N(C)CC(=O)Nc2c(C)cccc2C)ccc1C (stereo not given)	-19.6	13.1	-6.0	-1.9	10.5	-3.5	x	5.1	67.3	66.6
CCCCNC(=O)CN(c1cc(C(F)(F)F)ccc1Cl)S(C)(=O)=O	-0.9	-3.5	-3.0	-1.2	4.1	1.3	x	8.9	100.0	92.8
Cc1cc(C)c(-n2nnnc2SC(C)C)c(C)c1	-0.4	-13.5	-3.6	-3.3	3.7	-0.3	26.1	6.3	99.5	94.3
CCc1nnc(NC(=O)c2ccc(-c3ccc(Cl)cc3)o2)s1	-38.1	3.1	-1.0	7.2*	17.1	-23.2	-1.4	1.9	76.9	102.5
N#C/C(=C\c1cn(CCOc2ccccc2)c2ccccc12)C(=O)NCc1ccco1	-60.5	0.1	x	-3.6	26.7	-14.3	2.0	1.1	89.3	99.3
Cc1nc2sc(C(c3ccco3)N3CCOCC3)c(O)n2n1 (stereo not given)	-21.7	12.2	x	-0.6	20.2	x	-23.8	0.7	92.2	92.7
COC(=O)C(O)(CC(=O)Nc1cc(OC)c(OC)c(OC)c1)C(F)(F)F (stereo not given)	-16.1	-2.7	x	0.1	13.1	x	6.1	0.8	94.8	92.0
COc1ccc(N=C2SC(CC(=O)Nc3ccccc3)C(=O)N2CC2CCCO2)cc1 (stereo not given)	-23.0	4.2	-0.7	-1.2	6.0	-13.5	x	1.4	81.6	86.7
CCN(CC)S(=O)(=O)c1cccc(-c2n[nH]c(=S)n2/N=C/c2ccc(Br)cc2)c1	-38.5	0.8	-4.2	-3.3	14.4	5.8	-0.6	19.1*	90.2	83.4
CC(C)N(C(=O)COC(=O)CNC(=O)c1ccc(Br)cc1)c1ccccc1	-31.3	7.2	-4.3	-0.1	16.1	1.3	x	1.4	100.1	83.3
CSCCC(NC(=O)c1ccco1)C(=O)O (stereo not given)	-51.2	-1.8	-0.8	-0.1	14.9	5.5	29.6	3.8	102.7	99.9
Cn1c(C(=O)Nc2ccc3c(c2)OCCO3)cc2c(=O)n(C)c3ccccc3c21	4.3	4.0	-0.9	-5.0	5.0	-12.2	6.1	4.3	57.8	65.9
Cc1ccc(NC(=O)CN2CCCCCC2)c(Br)c1	-30.1	10.6	-1.3	-1.2	0.3	-1.3	-88.5	2.5	91.6	93.1
CCOC(=O)c1c(NC(=O)Cn2nnc(-c3ccc(Cl)cc3)n2)sc(C)c1C	-3.7	2.4	-2.4	-4.3	4.0	-18.6	-13.1	2.1	81.2	84.2
CCS(=O)(=O)NCc1ccc2c(c1)cc(C)n2C	-8.7	-8.0	-0.6	-2.8	2.3	-9.4	-1.5	3.5	98.8	97.2
CCOc1ccc(/C=N/NC(=O)C(=O)NCc2ccco2)cc1	-25.8	4.2	-5.8	-0.9	30.1	0.0	11.0	2.8	96.1	87.2
COc1ccc(CC(=O)Nc2nc(C)cs2)cc1OC	8.7	12.7	-0.2	0.5	20.5	-6.4	2.1	-1.6	80.5	91.9
Cc1cc(C)c(NC(=O)C2=CCN(S(=O)(=O)c3ccc(F)cc3)CC2)c(C)c1	-25.5	-6.4	x	-2.4	18.4	6.8	12.7	-1.8	104.3	85.8
Cc1nc(SC2CC(=O)N(c3cc(Cl)cc(Cl)c3)C2=O)nc2c1CCCC2 (stereo not given)	-35.9	-2.5	x	-0.1	12.0	0.3	17.1	4.2	95.5	95.4
CCCCc1nccn1CCn1ccnc1CCCC	7.5	2.9	-3.1	-3.0	21.1	-5.7	-12.4	2.6	91.5	99.7
